# Bioassay records as filed in PubChem.
# influenza NS1A – H1N1 influenza NS1A inhibitors, functional cell based assay (AID 504329); NS1A functional cell-based assay, percent inhibition; higher % means a stronger effect; one-dose inhibition, % at 12.5 µM; IC50 in µM for titrated hits; 340,000 compounds, 0.3% hits; in the data active = a potency from the dose series; inconclusive = inhibition above about 27% without an active follow-up result; note: strong numbers were not always called active
# PhoP GFP inhibition – PhoP regulon inhibitors, Salmonella typhi PhoP promoter GFP reporter, confirmatory (AID 1850); Salmonella Typhi PhoP-promoter GFP reporter, fluorescence, 4 h; higher % means a stronger effect; one-dose inhibition, % at 50 µM; IC50 in µM for titrated hits; 310,000 compounds, 0.33% hits; in the data active = a potency from the dose series; inconclusive = inhibition mostly from about 25% at the one dose, without a potency; inactive = the rest, 99 in 100 with inhibition below about 19%;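 note: 0% = induced wells with vehicle and 100% = uninduced wells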
# inhibitors of VEEV – inhibitors of VEEV TC-83 cytopathic effect, confirmation, Vero cells (AID 588727); 350,000 compounds, 0.13% hits; Vero cells, VEEV TC-83 cytopathic effect inhibition; higher % means a stronger effect; one-dose inhibition, % at 20 µM; IC50 in µM for titrated hits; in the data active = a potency from the dose series; inconclusive = inhibition mostly from about 14% at the one dose, without a potency; inactive = the rest, 99 in 100 with inhibition below about 12%; note: strong numbers were not always called active
# H37Rv inhibition – M. tuberculosis growth inhibition, HTS (AID 449762); M. tuberculosis H37Rv growth inhibition, 7H9 media; higher % means a stronger effect; one-dose inhibition, % at 25 µM; IC50 in µM for titrated hits; 330,000 compounds, 0.59% hits; in the data active = a potency from the dose series; inconclusive = inhibition above about 70% without an active follow-up result;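 note: bacterial growth assessed after seven days of incubation; strong numbers were not always called active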
# M. tuberculosis – growth inhibition of non-replicating M. tuberculosis (AID 488890) | Mycobacterium tuberculosis non-replicating, growth inhibition; higher % means a stronger effect | 320,000 compounds, 0.39% hits | inhibition, % at 25 µM, or IC50 in µM where a hit was titrated; in the data active = a potency from the dose series; inconclusive = inhibition mostly from about 82% at the one dose, without a potency; inactive = the rest, 99 in 100 with inhibition below about 76%;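 note: plate controls were DMSO cells for no effect and high antibiotic wells for full effect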
# inhibitors of VEEV 10K pilot screen – recorded beside inhibitors of VEEV, whose call it bears; inhibition, %; measured here: 10K pilot screen inhibition
# Numbers without * were called inactive; i = inactive; ? = inconclusive; . = no result given.
SMILES,influenza NS1A,PhoP GFP inhibition,inhibitors of VEEV,H37Rv inhibition,M. tuberculosis,others
O=C(COC(=O)Cc1ccccc1[N+](=O)[O-])Nc1nnc(-c2ccccc2)o1,1%,-10%,0.1%,30%,7%,
CCOC(=O)C(C)Sc1nc2c(c(=O)[nH]c(=O)n2C)n1Cc1ccc(Cl)cc1 (centres undefined),1%,1%,5.4%,6%,22%,
Cc1cccc(C(=O)OCC(=O)Nc2nnc(-c3ccccc3)o2)c1O,-5%,-10%,0.9%,52%,?,
CCCNC(=O)C1CC(c2cccc(F)c2)=NO1 (centres undefined),11%,0%,0.2%,3%,34%,
COc1ccccc1N1CCN(CC(O)c2ccccc2)CC1 (centres undefined),4%,-12%,0.3%,10%,2%,
N#CCCn1c(SCC(=O)NCCc2ccc(F)cc2)nc2ccccc21,-7%,-10%,0.9%,4%,2%,
OC(COc1ccc2ccccc2c1Br)Cn1cnc(-c2ccccc2)c1 (centres undefined),-2%,10%,4.0%,?,28%,
COc1cc(C(=O)NCC(=O)NCC(c2ccco2)N2CCCCC2)cc(OC)c1OC (centres undefined),7%,.,1.6%,1%,-16%,
CC(=O)C1=C(C)OC2(O)c3ccccc3C(=O)C12O (centres undefined),.,6%,1.8%,1%,-2%,
COc1ccccc1NC(=O)CSc1nnc(-c2ccncc2)n1CC1CCCO1 (centres undefined),12%,-10%,3.2%,-9%,-7%,inhibitors of VEEV 10K pilot screen=1.4
O=C(/C=C\c1cccs1)N1CCN(Cc2ccc3c(c2)OCO3)CC1,-2%,-1%,i,1.5µM*,?,
NC(=S)N1CCCc2ccccc21,-19%,17%,1.8%,-7%,3%,
COc1ccc(NC(=O)Nc2ccc([N+](=O)[O-])cc2)cn1,-4%,7%,1.8%,1%,23%,
COc1ccc(C(=O)NCCCNC(=O)c2cnccn2)cc1,4%,11%,2.0%,-2%,0%,
CCN(CC)S(=O)(=O)c1cc(C(=O)OCC(=O)NC(=O)c2cccn2C)ccc1C,-1%,-3%,3.9%,-4%,2%,
O=C(CNS(=O)(=O)c1ccccc1)NCC(=O)OCc1ccccc1F,23%,-4%,0.9%,-2%,-9%,
O=C1C2C3C=CC(C3)C2C(=O)N1CCCCN1C(=O)C2C3C=CC(C3)C2C1=O (centres undefined),-13%,-13%,i,-1%,1%,
COC(=O)C1=C(C)OC(N)=C(C#N)C1c1ccco1 (centres undefined),4%,3%,i,0%,-6%,
CCOC(=O)c1cc2c(=O)n3cccc(C)c3nc2n(CC(C)C)c1=NC(=O)c1ccco1,1%,-7%,6.0%,5%,6%,
COC(=O)c1c(NC(=O)CSc2nnc(CNc3ccc(Cl)cc3)o2)sc(C)c1C,8%,-4%,i,0%,3%,
CCCNC(=S)N(Cc1ccccc1)Cc1nc2ccccc2c(=O)[nH]1,12%,-1%,i,-1%,53%,
CC(C)n1nnnc1SCC(=O)N(C)C1CCS(=O)(=O)C1 (centres undefined),11%,.,i,-3%,-3%,
Cc1ccc(SCC(=O)c2ccc(CC(=O)O)s2)cc1,.,2%,i,0%,-5%,
O=C(Cn1nnc(-c2ccc(Cl)cc2)n1)NC1CCS(=O)(=O)C1 (centres undefined),-15%,.,0.7%,-9%,-33%,
CC(=O)Nc1ccc(S(=O)(=O)N2c3ccccc3NC(=O)CC2C)c(Cl)c1 (centres undefined),.,-1%,0.5%,-3%,-21%,
O=c1cc(CN2CCN(S(=O)(=O)c3cccc(Cl)c3)CC2)c2ccc(O)cc2o1,-5%,.,7.4%,-5%,43%,
COc1ccc(CN2CCN(C(=O)CC(C)C)CC2)cc1Br,-6%,-7%,i,7%,-4%,
Cc1cc(NC(=O)c2cc3cccc([N+](=O)[O-])c3[nH]2)ccc1F,11%,8%,i,?,61%,
N#Cc1cccc(NC(=O)Cn2cnc(S(=O)(=O)N3CCCC3)c2)c1,1%,-3%,3.0%,16%,-23%,
CSc1ncccc1C(=O)Nc1nc(C(C)(C)C)cs1,10%,-11%,7.7%,1%,8%,
Cc1ccc(S(=O)(=O)N2CCOCC2)cc1NC(=O)COC(=O)c1n[nH]c(=O)c2ccccc12,-4%,1%,0.3%,4%,2%,
COc1ccc(S(=O)(=O)N2CC(O)C[C@H]2C(=O)OCC(=O)N2CCCCCC2)cc1 (some centres undefined),0%,6%,1.0%,-1%,-1%,
Cc1ccc(NC(=O)COC(=O)Cc2c[nH]c3ccccc23)cc1C,1%,.,0.1%,-4%,.,
COc1cc(NC(=O)c2ccc(F)cc2)ccc1NC(=O)c1cc2ccccc2o1,-2%,2%,1.8%,-3%,2%,
COC(=O)c1c(NC(=O)CSc2nc3nc(C)cc(C)n3n2)sc(C)c1C,12%,-6%,1.0%,-1%,-13%,
CN(C)S(=O)(=O)N1CCC(n2nccc2NC(=O)CCc2ccccc2)CC1,-2%,-7%,4.0%,-5%,0%,
FC(F)(F)c1ccccc1NC(=S)Nc1ccccc1,-3%,2%,i,-2%,38%,
O=C(CCCOc1ccc(Br)cc1)Nc1nnc(C2CC2)s1,-12%,.,2.0%,-11%,33%,
O=C(OCCOCCOC(=O)Oc1ccccc1)Oc1ccccc1,-25%,.,1.5%,.,.,
COc1ccc(C)cc1S(=O)(=O)NCC(c1cccnc1)N1CCc2ccccc2C1 (centres undefined),14%,-19%,0.7%,8%,31%,
CCn1c(SCC(=O)OC)nnc1C1CCCCC1,0%,-8%,1.4%,2%,-14%,inhibitors of VEEV 10K pilot screen=1.3
CC1(C)C(=O)Nc2ccccc2N1C(=O)COC(=O)c1ccc([N+](=O)[O-])o1,0%,.,0.8%,59%,71%,
CC(C)(C)c1ccc(C(=O)Nc2sc3c(c2C(=O)O)CCC3)cc1,-1%,-11%,35%,48%,?,
CNS(=O)(=O)c1ccc(NC(=O)c2ccoc2C)cc1,-1%,1%,1.2%,-8%,-17%,inhibitors of VEEV 10K pilot screen=1.2
COc1ccc(NC(=O)CN2CCN(S(=O)(=O)c3ccc(Br)cc3)CC2)c(OC)c1,-1%,0%,1.9%,14%,6%,
COc1ccccc1N/N=C(\C#N)C(=N)N1CCOCC1,-8%,-1%,1.4%,0%,2%,
CN(C)/C=C(\C#N)C(=O)c1cccnc1Oc1ccc(F)cc1F,2%,-5%,0.7%,.,.,inhibitors of VEEV 10K pilot screen=0.6
CCN(CC(=O)Nc1ccc(NC(C)=O)cc1)C(=O)/C=C/c1ccc2c(c1)OCO2,-3%,-1%,9.8%,5%,11%,
COc1ccccc1CNC(=O)C1=CCN(S(=O)(=O)c2ccc(C)cc2)CC1,12%,20%,1.6%,-9%,37%,
O=C(COC(=O)C1CC2C=CC1C2)NCCc1ccccc1 (centres undefined),4%,9%,0.1%,2%,35%,
O=C(CN1CCc2ccccc21)NN1CC(=O)N(c2ccc(Cl)cc2)CC1=O,-17%,-19%,1.1%,-3%,23%,
COP(=O)(CC(=O)c1ccccc1)CC(=O)c1ccccc1,-7%,7%,1.2%,-9%,-8%,
COc1ccccc1N=Cc1nc(-c2ccccc2)oc1OC(C)=O,-2%,-9%,2.6%,10%,i,
O=C1C(Nc2ccccc2)=CC(c2ccc(O)cc2)N1c1ccccc1 (centres undefined),10%,1%,7.6%,2%,26%,
O=C(c1ccc([N+](=O)[O-])cc1)n1nc(-c2ccccc2)nc1NCc1ccccc1,8%,3%,7.2%,25%,9%,
COc1cccc(C(=O)Nc2ccc3nc(N4CCN(c5ncccn5)CC4)cc(C)c3c2)c1OC,.,-10%,.,?,50%,
COc1cc(-c2cc(C(=O)Nc3ccc(S(=O)(=O)Nc4ncccn4)cc3)c3ccccc3n2)cc(OC)c1OC,12%,4%,0.9%,1%,49%,
CCOC(=O)c1c(-c2cccc([N+](=O)[O-])c2)cn2ccccc12,0%,2%,0.1%,-1%,5%,
CCOc1cccc(CN2CCC(n3nccc3NC(=O)C3CCCC3)CC2)c1,-3%,-3%,1.8%,9%,11%,
C=CCN(CC=C)S(=O)(=O)c1ccc(NC(=S)NC(=O)/C=C/c2cccc3ccccc23)cc1,-5%,-7%,0.7%,4%,17%,

# Looked up by structure from the list above, four records:
SMILES,influenza NS1A,PhoP GFP inhibition,inhibitors of VEEV,H37Rv inhibition,M. tuberculosis,others
COc1ccccc1CNC(=O)C1=CCN(S(=O)(=O)c2ccc(C)cc2)CC1,12%,20%,1.6%,-9%,37%,
O=C(CN1CCc2ccccc21)NN1CC(=O)N(c2ccc(Cl)cc2)CC1=O,-17%,-19%,1.1%,-3%,23%,
COP(=O)(CC(=O)c1ccccc1)CC(=O)c1ccccc1,-7%,7%,1.2%,-9%,-8%,
COc1cc(-c2cc(C(=O)Nc3ccc(S(=O)(=O)Nc4ncccn4)cc3)c3ccccc3n2)cc(OC)c1OC,12%,4%,0.9%,1%,49%,

# Other structures:
SMILES,influenza NS1A,PhoP GFP inhibition,inhibitors of VEEV,H37Rv inhibition,M. tuberculosis,others
COc1ccccc1NC(=O)CSc1nncs1,5%,.,2.3%,3%,8%,
N/C(=N\OC(=O)/C=C/c1ccccc1Cl)c1ccccn1,24%,1%,1.1%,7%,11%,
O=C(COc1ccc2ccccc2c1Br)N1CCCC1,-11%,-3%,4.5%,7%,0.56µM*,
Cc1ccccc1C(=O)N1CCN(c2ccc(NC(=S)NC(=O)c3cccs3)cc2)CC1,-25%,4%,2.5%,?,79%,
CS(=O)(=O)N(CC(=O)O)c1ccc2c(c1)OCO2,-6%,-2%,1.6%,6%,-11%,
COc1ccc(C(=O)Nc2cccnc2)cc1S(=O)(=O)N1CCOCC1,4%,0%,3.6%,-3%,1%,
O=C(NCC(c1cccs1)N1CCOCC1)c1cc(Cl)ccc1[N+](=O)[O-] (centres undefined),-1%,6%,1.7%,-4%,-7%,
COC(=O)C1=C(C)NC(=O)CC1c1cc2c(cc1Br)OCO2 (centres undefined),-23%,0%,1.1%,5%,.,
C/C(=N/NC(N)=S)c1ccccc1[N+](=O)[O-],-3%,13%,2.6%,7%,74%,
CN(C(=O)CS(=O)(=O)c1cn(CC(=O)N2CCOCC2)c2ccccc12)c1ccccc1,26%,10%,2.1%,1%,2%,
COc1ccc(CN2CCC(CO)(Cc3ccccc3C(F)(F)F)CC2)c(F)c1,-2%,7%,i,1%,35%,
Clc1ccc(NCc2ccsc2)cc1,.,-11%,.,9%,78%,
O=c1c2ccccc2c2c(O)nc(-c3ccccc3)n2n1Cc1ccccc1,-5%,2%,0.5%,1%,-11%,
O=C(NC1CCCc2ccccc21)c1ccc2c(c1)OCO2 (centres undefined),-1%,-5%,i,53%,71%,
Cc1noc(C)c1CN(C(=S)NC(C)C)c1ccccc1,-2%,-2%,2.2%,1%,-15%,

# The last three compounds of the section above lead into the next:
SMILES,influenza NS1A,PhoP GFP inhibition,inhibitors of VEEV,H37Rv inhibition,M. tuberculosis,others
O=c1c2ccccc2c2c(O)nc(-c3ccccc3)n2n1Cc1ccccc1,-5%,2%,0.5%,1%,-11%,
O=C(NC1CCCc2ccccc21)c1ccc2c(c1)OCO2 (centres undefined),-1%,-5%,i,53%,71%,
Cc1noc(C)c1CN(C(=S)NC(C)C)c1ccccc1,-2%,-2%,2.2%,1%,-15%,
Cc1cccc(C(=O)NNC(=O)c2ccco2)c1,0%,5%,i,6%,17%,
CN(C)CCCNc1oc(-c2cccc(Cl)c2)nc1C#N,3%,-4%,3.1%,-3%,24%,
COc1ccc(Cl)cc1NC(=O)COC(=O)c1ccc(Br)o1,4%,.,0.7%,7%,?,
Cc1ccc(/C=N/n2c(-c3cccs3)n[nH]c2=S)cc1,2%,-2%,6.8%,-3%,-10%,
Cc1nn(-c2ccccc2)c(N2CCCC2)c1/C=N/NC(=S)Nc1ccccc1F,-3%,9%,?,-2%,-27%,
COc1ccc([C@H]2[C@H](C(=O)OC(C)(C)C)N3N=Cc4ccccc4C3C23C(=O)c2ccccc2C3=O)c(OC)c1 (some centres undefined),1%,3%,7.3%,6%,38%,
CCCS(=O)(=O)N1CCC(C(=O)NCCN(CC)c2ccccc2)CC1,-16%,-1%,1.8%,-12%,-8%,
O=C(c1ccccc1F)c1cc2c(cc1[N+](=O)[O-])OCCO2,-4%,-6%,i,-1%,44%,inhibitors of VEEV 10K pilot screen=0.2
N#CCNC(=O)c1cccn1-c1ncc(C(F)(F)F)cc1Cl,-15%,1%,0.9%,-6%,3%,
COc1ccc(-n2cc(CNCCc3nc(C)cc(C)n3)c(-c3ccccc3Cl)n2)cc1,-4%,4%,4.5%,68%,38%,
